MKP-3 inhibition – inhibition of rat DUSP6 enzyme activity – biochemical, in vitro, primary screen (AID 425) | inhibition, % at 20 µM; hits with a dose series show IC50 in µM | recombinant MKP-3 phosphatase activity, fluorescence; higher % means a stronger effect | 0.17% of 110,000 active; in the data active means inhibition above about 50%;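 further: plate controls were vehicle for no effect and reference inhibitor for full effect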
Hsp70 inhibitors – small molecules displacing fluorescent ligand from Hsp70 – biochemical, fluorescence polarization, primary screen (AID 583) | Hsp70 fluorescence polarization probe displacement, mP; higher % means a stronger effect | one-dose displacement, % at 20 µM; IC50 in µM for titrated hits | 0.06% of 140,000 active; in the data active means displacement above about 50%;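 further: plate controls were vehicle for no effect and reference ligand for full effect; a part of the inactive calls stands beside numbers as strong as those of hits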
Numbers without * were called inactive. Only part of the results is shown, so the mix of outcomes need not match the whole.

How did CCc1ccccc1NC(=O)N[C@@H](C)C(=O)O do in these assays?
MKP-3 inhibition: -11%; Hsp70 inhibitors: 9.4%

How did COc1ccc2c(Cl)c(C(=O)N3CCN(c4ccccc4)CC3)sc2c1 do in these assays?
MKP-3 inhibition: 4%; Hsp70 inhibitors: -0.3%

Results for CCCCOc1ccc2c(C)cc(=O)oc2c1OCCCC ?
Hsp70 inhibitors: -1.4%

How did CCC(Sc1nccn1C)C(=O)Nc1nnc(C)s1 (stereo not given) do in these assays?
MKP-3 inhibition: -5%; Hsp70 inhibitors: 5.6%

Results for O=C(/C=C/c1ccccc1)C1=C(O)C(=O)N(c2ccccn2)C1c1ccccc1F (stereo not given) ?
MKP-3 inhibition: 1%; Hsp70 inhibitors: 56%

Results for Cc1cc(Br)ccc1N1C(=O)CCC1=O ?
MKP-3 inhibition: -3%; Hsp70 inhibitors: 2.2%

Results for Cn1c(=O)[nH]c(=O)c2c1nc(NCc1ccco1)n2CCCc1ccccc1 ?
MKP-3 inhibition: -2%; Hsp70 inhibitors: -0.7%

What do the screens show for `CCOc1c(CNCCN2CCOCC2)cccc1OC`?
Hsp70 inhibitors: -2.4%

Results for COc1cc(C(=O)N2CCN(C(=O)C3CC3)CC2)cc(OC)c1OC ?
MKP-3 inhibition: -4%; Hsp70 inhibitors: 2.3%

How did O=C(c1ccco1)N1CCN(c2nc3ccsc3c(=O)s2)CC1 do in these assays?
MKP-3 inhibition: -1%; Hsp70 inhibitors: 4.2%

Results for NC(=O)c1ccc(NC(=O)c2sc3ccccc3c2Cl)cc1 ?
MKP-3 inhibition: 2%; Hsp70 inhibitors: 2.1%

How did CCCc1cc(=O)n2[nH]c(-c3ccc(OC)cc3)nc2n1 do in these assays?
Hsp70 inhibitors: 0.7%

The final 2 records of the section before open the next one.
Results for NC(=O)c1ccc(NC(=O)c2sc3ccccc3c2Cl)cc1 ?
MKP-3 inhibition: 2%; Hsp70 inhibitors: 2.1%

How did CCCc1cc(=O)n2[nH]c(-c3ccc(OC)cc3)nc2n1 do in these assays?
Hsp70 inhibitors: 0.7%

Results for COc1ccc(CCN2CC(C(=O)O)CC2=O)cc1 (stereo not given) ?
MKP-3 inhibition: -2%; Hsp70 inhibitors: -0.3%

What do the screens show for `Cc1csc(NC(=O)c2cnc3ccccn3c2=O)n1`?
MKP-3 inhibition: 13%; Hsp70 inhibitors: 3.8%

What do the screens show for `COc1ccc(NC(=O)Nc2cc(C(F)(F)F)cc(C(F)(F)F)c2)cc1OC`?
MKP-3 inhibition: 2%; Hsp70 inhibitors: -2.7%

How did COc1ccc(OCC(=O)Nc2ccc3ccccc3c2)cc1 do in these assays?
MKP-3 inhibition: 3%; Hsp70 inhibitors: -4.3%

How did COc1ccc(OC)c(NC(=O)c2ccc(C)c(C)c2)c1 do in these assays?
MKP-3 inhibition: -1%; Hsp70 inhibitors: 7.9%

Results for Cn1c(OCc2ccc3c(c2)OCO3)nc2c1c(=O)n(Cc1cccc(Cl)c1)c(=O)n2C ?
MKP-3 inhibition: -9%; Hsp70 inhibitors: -6.4%

How did COc1ccc2c(c1)[nH]c1c(=O)n(CCC3=CCCCC3)cnc12 do in these assays?
Hsp70 inhibitors: 4.0%

How did CCN1C(=O)CC(N2CCC(C(=O)N3CCOCC3)CC2)C1=O (stereo not given) do in these assays?
MKP-3 inhibition: 3%; Hsp70 inhibitors: 3.9%

Results for COC(=O)c1ccc(NC(=O)Nc2ccc(F)c(Cl)c2)cc1 ?
Hsp70 inhibitors: -1.7%

Results for O=C(COC(=O)Cc1ccsc1)NC1CCCCCC1 ?
MKP-3 inhibition: -4%; Hsp70 inhibitors: -8.4%

What do the screens show for `COc1ccc(C(=O)CSc2nc3cccnc3n2C)cc1`?
Hsp70 inhibitors: 0.1%

What do the screens show for `COc1ccccc1N1CCN(C(=O)CSc2nc3ccccc3o2)CC1`?
Hsp70 inhibitors: 3.4%

How did COc1ccc(N(CC(=O)Nc2ccc(C)c(C)c2)S(=O)(=O)c2c(C)n[nH]c2C)cc1 do in these assays?
MKP-3 inhibition: -2%; Hsp70 inhibitors: -1.1%

Results for CCC(=O)C1=C(N2CCCC2)CC(C)(C)CC1=O ?
Hsp70 inhibitors: 2.4%

How did C=CCn1c(SCc2ccc(Cl)cc2)nc2c1c(=O)[nH]c(=O)n2C do in these assays?
MKP-3 inhibition: -3%; Hsp70 inhibitors: -12%

Results for Cc1ccnc(NC(=S)NC(=O)/C=C/c2ccco2)c1 ?
Hsp70 inhibitors: 0.1%

What do the screens show for `CCCCC[C@H](O)/C=C/C1=C(CCCCCCC(=O)O)C(=O)CC1`?
MKP-3 inhibition: -3%; Hsp70 inhibitors: 6.3%

How did O=S(=O)(c1ccc(N2CCN(S(=O)(=O)c3ccc4c(c3)OCCO4)CC2)nc1)N1CCCC1 do in these assays?
MKP-3 inhibition: 4%; Hsp70 inhibitors: -4.1%

How did Cc1ccc(OCC(=O)N2CCc3ccccc3C2)c(Br)c1 do in these assays?
MKP-3 inhibition: 3%; Hsp70 inhibitors: -0.1%

How did O=C(Nc1ccc(-c2nc3ccccc3s2)c(O)c1)c1ccc(-c2cccc([N+](=O)[O-])c2)o1 do in these assays?
MKP-3 inhibition: 17%; Hsp70 inhibitors: 5.1%

How did COCCNC(=O)c1ccc(I)cc1 do in these assays?
MKP-3 inhibition: 2%; Hsp70 inhibitors: 2.1%

What do the screens show for `O=C(Nc1ccc2c(c1)C(=O)c1ccccc1C2=O)c1cccnc1`?
MKP-3 inhibition: 8%; Hsp70 inhibitors: 7.3%

What do the screens show for `Nc1nc(C2C(=O)CCCC2=O)cs1`?
MKP-3 inhibition: -4%; Hsp70 inhibitors: 6.2%

How did O=C(Nc1nc2ccccc2n1CCN1CCOCC1)c1cn(-c2ccccc2)nc1-c1ccccc1 do in these assays?
MKP-3 inhibition: 6%; Hsp70 inhibitors: 2.1%

What do the screens show for `COc1cc2c(cc1OC)C(=O)NC1(CCCC1)C2`?
MKP-3 inhibition: 0%; Hsp70 inhibitors: -1.0%

How did CC1CCC(C(=O)NC(C(=O)N2CCN(c3ccccn3)CC2)C(C)C)CC1 (stereo not given) do in these assays?
MKP-3 inhibition: -4%; Hsp70 inhibitors: -0.1%

How did O=C(N/N=C/C=N/NC(=O)c1cc(Br)ccc1O)c1cc(Br)ccc1O do in these assays?
MKP-3 inhibition: 2%; Hsp70 inhibitors: 2.8%

Results for COc1ccccc1NC(=O)c1c(NC(=O)c2ccc([N+](=O)[O-])cc2)sc2c1CCCCC2 ?
MKP-3 inhibition: -1%; Hsp70 inhibitors: 1.1%

How did CC1NC(=O)NC1CCCCC(=O)O (stereo not given) do in these assays?
MKP-3 inhibition: -7%; Hsp70 inhibitors: 2.0%

What do the screens show for `CNC(=O)Cn1nc(-c2ccc(C)c(S(=O)(=O)N(C)C)c2)c2ccccc2c1=O`?
Hsp70 inhibitors: 0.3%

Results for CCC(=O)N1c2ccccc2NC2=C(C(=O)CC(c3ccccc3)C2)C1c1ccc(OC)cc1 (stereo not given) ?
MKP-3 inhibition: 2%; Hsp70 inhibitors: -3.5%

What do the screens show for `Cc1cccc(C)c1OCC(=O)N=Nc1c(O)[nH]c2ccc(Br)cc12`?
Hsp70 inhibitors: 2.3%

Results for COc1cc(OC)c(OC)cc1CN1CCN(C2CCCCCC2)CC1 ?
MKP-3 inhibition: 2%; Hsp70 inhibitors: -3.0%

What do the screens show for `O=C1NC(=O)N(c2ccccc2F)C(=O)/C1=C/c1ccc(OCc2cccc(C(=O)O)c2)cc1`?
MKP-3 inhibition: 1%; Hsp70 inhibitors: 0.2%

What do the screens show for `Cc1ccc(Nc2nc(CSc3nnnn3-c3ccccc3)cs2)cc1`?
MKP-3 inhibition: -11%; Hsp70 inhibitors: -5.0%

How did CC1CN(c2ncnc3c2cnn3-c2ccc(Cl)cc2)CC(C)O1 (stereo not given) do in these assays?
MKP-3 inhibition: -1%; Hsp70 inhibitors: 3.8%

Results for CCc1ccc2[nH]c(=O)c(CN(CCN(C)C)C(=O)Nc3ccccc3OC)cc2c1 ?
MKP-3 inhibition: -12%; Hsp70 inhibitors: 0.7%

How did COc1ccc(NC(=O)c2ccc([N+](=O)[O-])cc2)cc1Cl do in these assays?
MKP-3 inhibition: -5%; Hsp70 inhibitors: 7.3%

How did Cc1ccc(NS(=O)(=O)c2ccc3c(c2)OCCO3)cc1 do in these assays?
MKP-3 inhibition: 2%; Hsp70 inhibitors: -0.8%

Results for CC12C(=O)C(C(c3ccccc3)NC1c1ccccc1)C(c1ccccc1)NC2c1ccccc1 (stereo not given) ?
MKP-3 inhibition: 0%; Hsp70 inhibitors: 2.6%

Results for Cc1[nH]c2ccc(-c3nnc(SCC(=O)c4ccccc4F)o3)cc2c1C ?
MKP-3 inhibition: 2%; Hsp70 inhibitors: -8.2%

What do the screens show for `O=C(NCC1CCCO1)c1cccc(-n2cnnn2)c1` (stereo not given)?
MKP-3 inhibition: -5%; Hsp70 inhibitors: 0.4%

Results for O=C(c1ccco1)N1CCN(C(=O)c2cnn3c(C(F)(F)F)cc(-c4cccs4)nc23)CC1 ?
MKP-3 inhibition: -4%; Hsp70 inhibitors: 3.9%

What do the screens show for `Cc1cc2oc(=O)cc(CN3CCN(C/C=C/c4ccccc4)CC3)c2cc1O`?
MKP-3 inhibition: 4%; Hsp70 inhibitors: 6.1%

Results for COC(=O)C(NC(=O)C(C)(C)C)C12CC3CC(CC(C3)C1)C2 (stereo not given) ?
MKP-3 inhibition: -6%; Hsp70 inhibitors: 3.2%

Results for COC(=O)c1[nH]c2ccc(C)cc2c1NC(=O)CN1CCCC(C)(C)C1 ?
MKP-3 inhibition: -7%; Hsp70 inhibitors: -2.8%

Results for Cc1c(C(=O)O)oc2ccc(S(=O)(=O)NCc3ccc(F)cc3)cc12 ?
MKP-3 inhibition: 3%; Hsp70 inhibitors: 2.3%

How did CCOC(=O)C(C)n1cnc2c(oc3ccccc32)c1=O (stereo not given) do in these assays?
MKP-3 inhibition: -7%; Hsp70 inhibitors: 2.6%

Molecules above containing two or more sulfur atoms:
How did CCC(Sc1nccn1C)C(=O)Nc1nnc(C)s1 (stereo not given) do in these assays?
MKP-3 inhibition: -5%; Hsp70 inhibitors: 5.6%

How did O=C(c1ccco1)N1CCN(c2nc3ccsc3c(=O)s2)CC1 do in these assays?
MKP-3 inhibition: -1%; Hsp70 inhibitors: 4.2%

How did O=S(=O)(c1ccc(N2CCN(S(=O)(=O)c3ccc4c(c3)OCCO4)CC2)nc1)N1CCCC1 do in these assays?
MKP-3 inhibition: 4%; Hsp70 inhibitors: -4.1%

What do the screens show for `Cc1ccc(Nc2nc(CSc3nnnn3-c3ccccc3)cs2)cc1`?
MKP-3 inhibition: -11%; Hsp70 inhibitors: -5.0%

Next part
How did COc1ccccc1CNC(=O)c1ccc(CS(=O)(=O)c2ccccc2OC)o1 do in these assays?
MKP-3 inhibition: -2%; Hsp70 inhibitors: -3.1%

What do the screens show for `N#CC1=C(N)Oc2n[nH]c(-c3ccc(F)cc3)c2C1c1cccc(OC(=O)N2CCOCC2)c1` (stereo not given)?
MKP-3 inhibition: -13%

Results for CCOC(=O)N1CCC(N2C(=O)c3ccccc3C2Nc2ccc(Cl)cn2)CC1 (stereo not given) ?
MKP-3 inhibition: -2%; Hsp70 inhibitors: -1.0%

How did O=C(CSc1nnnn1-c1ccccc1)Nc1ccccc1[N+](=O)[O-] do in these assays?
MKP-3 inhibition: 6%; Hsp70 inhibitors: 2.9%

What do the screens show for `COc1ccc(NC(=O)C2CCCN2S(=O)(=O)c2ccc(C)cc2)cc1` (stereo not given)?
Hsp70 inhibitors: -1.6%

Results for CCOC(=O)c1sc2nc(CC(=O)OC)nc(NCCN3CCOCC3)c2c1C ?
MKP-3 inhibition: 0%; Hsp70 inhibitors: 1.3%

What do the screens show for `Cn1cccc1C(=O)NC(=O)CSc1nnc(C2CC2)n1-c1ccccc1`?
MKP-3 inhibition: 0%; Hsp70 inhibitors: 5.9%

What do the screens show for `COc1ccc(C)cc1NC(=O)c1ccccc1[N+](=O)[O-]`?
MKP-3 inhibition: -2%; Hsp70 inhibitors: 2.1%

What do the screens show for `COc1cc(C(=O)N2CCN(C(=O)c3cccs3)CC2)cc(OC)c1OC`?
MKP-3 inhibition: 2%; Hsp70 inhibitors: -2.8%

Results for CCOc1ccc(N2C(=O)S/C(=C\c3ccc(F)cc3)C2=O)cc1 ?
MKP-3 inhibition: 4%; Hsp70 inhibitors: -3.7%

Results for S=C(NCCSCc1ccc(Cl)cc1)Nc1ccccc1 ?
MKP-3 inhibition: 1%; Hsp70 inhibitors: 1.9%

What do the screens show for `O=C(CCCCCn1c(=O)[nH]c2ccccc2c1=O)NCCc1c[nH]c2ccccc12`?
Hsp70 inhibitors: 2.7%

How did Cc1cc(OCCCN2CCOCC2)ccc1Cl do in these assays?
MKP-3 inhibition: 7%; Hsp70 inhibitors: -6.2%

How did Cn1c(Cn2c(=O)sc3ccccc32)nnc1SCc1cccc(F)c1 do in these assays?
MKP-3 inhibition: -2%; Hsp70 inhibitors: -2.0%

What do the screens show for `O=C(Nc1ccccn1)C(=O)N1CCCCC1`?
Hsp70 inhibitors: 4.1%

What do the screens show for `CCc1nnc(NC(=O)c2ccc3c(c2)C(=O)N(CC)C3=O)s1`?
Hsp70 inhibitors: -3.1%

Fetched by compound from the entries so far, five records:
Results for COC(=O)C(NC(=O)C(C)(C)C)C12CC3CC(CC(C3)C1)C2 (stereo not given) ?
MKP-3 inhibition: -6%; Hsp70 inhibitors: 3.2%

Results for COC(=O)c1[nH]c2ccc(C)cc2c1NC(=O)CN1CCCC(C)(C)C1 ?
MKP-3 inhibition: -7%; Hsp70 inhibitors: -2.8%

What do the screens show for `CCOc1c(CNCCN2CCOCC2)cccc1OC`?
Hsp70 inhibitors: -2.4%

What do the screens show for `O=C1NC(=O)N(c2ccccc2F)C(=O)/C1=C/c1ccc(OCc2cccc(C(=O)O)c2)cc1`?
MKP-3 inhibition: 1%; Hsp70 inhibitors: 0.2%

Results for CCC(=O)N1c2ccccc2NC2=C(C(=O)CC(c3ccccc3)C2)C1c1ccc(OC)cc1 (stereo not given) ?
MKP-3 inhibition: 2%; Hsp70 inhibitors: -3.5%

From PubChem
